hcGAS lum = inhibitors of human cGAS; actives 0.081% (n = 290,000); inhibition, % at 12.5 µM; AID 1259398; recombinant h-cGAS, ATP depletion, Kinase-Glo luminescence; Q8N884;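 note: 0% = vehicle reaction and 100% = reaction without DNA for no activity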
Target sequence (Q8N884 whole entry, looked up): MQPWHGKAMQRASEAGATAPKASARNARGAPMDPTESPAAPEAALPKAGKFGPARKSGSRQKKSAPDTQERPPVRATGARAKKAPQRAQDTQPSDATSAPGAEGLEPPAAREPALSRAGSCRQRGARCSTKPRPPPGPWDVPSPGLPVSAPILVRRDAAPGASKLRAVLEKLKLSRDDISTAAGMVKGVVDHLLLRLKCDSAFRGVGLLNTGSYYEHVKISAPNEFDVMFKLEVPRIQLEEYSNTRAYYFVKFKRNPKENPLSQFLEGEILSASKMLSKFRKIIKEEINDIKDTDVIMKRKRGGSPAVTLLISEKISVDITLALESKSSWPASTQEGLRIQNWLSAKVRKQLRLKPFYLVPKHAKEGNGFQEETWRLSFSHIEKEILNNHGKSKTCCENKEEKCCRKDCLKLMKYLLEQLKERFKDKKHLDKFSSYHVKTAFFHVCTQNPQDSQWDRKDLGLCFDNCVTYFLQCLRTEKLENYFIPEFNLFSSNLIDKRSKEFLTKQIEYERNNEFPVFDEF
NPYLR7 ag = mosquito NPYLR7 agonism; HEK293T NPYLR7/Galpha15, GCaMP6s calcium fluorescence; activation, % at 10 µM; actives 0.15% (n = 270,000); AID 1259423; in the data active = activation above about 40%;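 note: 0% = vehicle and 100% = reference agonist at the receptor; some compounds past the cut are filed as inactive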
mcGAS inh = mouse cGAS inhibition by luminescence; Q8C6L5; actives 0.15% (n = 160,000); inhibition, % at 12.5 µM; recombinant cGAS, Kinase-Glo ATP depletion luminescence;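 note: 0% = negative control wells and 100% = reference inhibitor with no enzyme activity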
Numbers without * were called inactive; x = no result given; & = joins results of further samples. Cut-off read from the data, not from the text of the source, unless noted: active = inhibition above about 40%; inactive = the rest.

Start of the listing, in advance:
SMILES	hcGAS lum	NPYLR7 ag	mcGAS inh
CCCCn1c(N)c(N(CC(C)C)C(=O)CCl)c(=O)[nH]c1=O	-6	-2	-5
COc1ccc(C2Nc3ccccc3C(=O)N2c2ccc(Cl)cc2)cc1CSc1ccccn1 (stereo unspecified)	-2	0	x
CC(Oc1ccccc1F)c1nnc(SCC(=O)N2N=C(c3cccs3)CC2c2ccco2)o1 (stereo unspecified)	1	5	0

This part in full, from the start:
SMILES	hcGAS lum	NPYLR7 ag	mcGAS inh
CCCCn1c(N)c(N(CC(C)C)C(=O)CCl)c(=O)[nH]c1=O	-6	-2	-5
COc1ccc(C2Nc3ccccc3C(=O)N2c2ccc(Cl)cc2)cc1CSc1ccccn1 (stereo unspecified)	-2	0	x
CC(Oc1ccccc1F)c1nnc(SCC(=O)N2N=C(c3cccs3)CC2c2ccco2)o1 (stereo unspecified)	1	5	0
CCn1c(=O)n(CCC(=O)NCc2ccccc2CN(C)C)c2ccccc21	5	0	x
Cc1cc2ccccc2n1CCNC(=O)C12CC3CC(CC(C3)C1)C2	-12	0	x
O=C1CCc2cc(OCC(=O)N3CCN(S(=O)(=O)c4ccccc4Cl)CC3)ccc2N1	2	-14	x
Cc1cccc(Cn2cnc3c(nnn3-c3cccc(C)c3)c2=O)c1	1	-2	-3
COc1ccc(OC)c(Nc2nc(-c3cc4ccccc4oc3=O)cs2)c1	-3	8	-2
Cc1cccc(-c2ccc(C(=O)N3CCCC3)cn2)c1C	-3	0	x
ClC(=Cc1ccc(Cl)cc1)c1nc2ccccc2c2ccccc12	-2	0	x
CC(=O)Nc1ccc(C)c(S(=O)(=O)N2Cc3ccccc3CC2C(=O)N2CCCC2)c1 (stereo unspecified)	2	0	x
CCOCCOC(=O)C(C)Sc1n[nH]c(=O)[nH]c1=O (stereo unspecified)	3	5	-2
CCOCCCNC(=O)c1cc(NC(=O)Nc2c(Cl)cccc2Cl)ccc1N1CCC(Cc2ccccc2)CC1	-5	-12	-5
CCOC(=O)/C=C/c1c([N+](=O)[O-])sc(Br)c1Br	-5	0	x
CCN(CC)S(=O)(=O)c1ccc(OC)c(N2CCN(S(=O)(=O)c3ccc(NC(C)=O)c(Cl)c3)CC2)c1	-2	26	-7
COc1ccc(-c2csc(=Nc3ccccc3)n2CC2CCCO2)cc1 (stereo unspecified)	-8	-5	-5
Cc1cc(SCC(=O)OCc2ccccc2)nc(=O)[nH]1	-6	1	-7
O=c1cc(N2CCN(c3ccccc3F)CC2)[nH]c(=O)n1-c1ccccc1Cl	-2	7	x
O=C(NC1CC1)C1CCN(C2CCN(Cc3cccc(OC4CCCC4)c3)CC2)CC1	-3&-6	7&-4	-4
O=C1CC2(CCN(C(=O)c3cccc(Oc4ccccc4)c3)CC2)CN1	-6	3	x
O=C1NC2(CCN(C(=O)Nc3ccc(C(F)(F)F)cc3)CC2)Nc2cc(Cl)ccc21	2	-1	0
CN(C)CCN(Cc1ccccc1)C(=O)c1cc(-c2ccc([N+](=O)[O-])cc2)nn1-c1ccccc1Cl	1	7	-3
Cc1cccc(C)c1OCCn1c(CO)nc2ccccc21	5	-10	x
CN(C)Cc1c(O)ccc2c(=O)c(-c3ccon3)coc12	-2	-3	-4
Cc1cc(C)nc(NS(=O)(=O)c2ccc(NC(=O)c3ccc(NC(=O)C(F)(F)F)cc3)cc2)n1	-6	11	-6
CCc1cnc(C)nc1N1CCNC(C(=O)N2CCCC2)C1 (stereo unspecified)	-4	0	-16
Fc1ccc(CN(Cc2ccncc2)CC2CCCO2)cc1 (stereo unspecified)	-5	x	-13
Cc1nn(-c2ccccc2)c(Oc2ccc(Cl)cc2)c1CN(CC(C)O)C(C)C (stereo unspecified)	-8	19	-5
CCCn1c(N)c(C(=O)CSc2nncn2C(C)C)c(=O)[nH]c1=O	-2	2	-6
Cc1ccc(NC(=O)N2CCCN(c3nc(Cc4ccc(Cl)cc4)ns3)CC2)cc1	3	-8	0
CCC(CC)C(=O)Oc1ccc(C)cc1C	-1	5	x
O=C(c1ccc2c(c1)OCO2)N1CCC(n2cnc3cc(C(F)(F)F)ccc32)CC1	1	-4	1
CCN(CC)CCCNC(=O)c1cc(N(C)C2CCCCC2)nc2ccccc12	-3	6	-5
CN(C)S(=O)(=O)c1ccc2nnn(OCCOc3cccc(Cl)c3)c2c1	-2	2	x
CCC(=O)C(C)Sc1nnnn1-c1cc(OC)ccc1OC (stereo unspecified)	-3	3	x
COc1ccc(CNC(=O)Cn2nc(C(F)(F)F)c(Cl)c2C)cc1	-3	-10	0
CCOc1ccc(/C=C2N=C(/C=C\c3cccc([N+](=O)[O-])c3)OC/2=O)cc1	0	-2	x
CCOc1ccc(-n2nnnc2CNC(=O)Cc2cccs2)cc1	6	4	0
Cc1c(C(=O)NC(c2ccccc2)c2nccn2C)oc2ccc(F)cc12 (stereo unspecified)	0	2	x
Cc1ccc(C#N)cc1NC(=O)C1CCCCN1C(=O)C1CCCO1 (stereo unspecified)	-8	6	x
Cc1ccc(F)cc1NC=C1C(=O)OC2(CCCCC2)OC1=O	3	0	-1
O=C1NC(c2ccc(OCC3CCCO3)cc2)Nc2ccccc21 (stereo unspecified)	4	-4	-2
Cc1cc2c(c(=O)[nH]1)C(=O)NC2	1	3	x
O=C(c1ccc2snnc2c1)N1CCN(Cc2cccc(-c3noc(-c4cccnc4)n3)c2)CC1	4	2	1
CNC(=O)CN1C(=O)CCN(C(=O)CC2CCCC2)CC(OC)c2ccccc21 (stereo unspecified)	4	0	0
CCOC(=O)c1ccc(N=C2SC(C(=O)NCCc3ccccc3)CC(=O)N2C)cc1 (stereo unspecified)	-2	5	-6
CC(C)c1cc(C(=O)N2CCc3nc(N)sc3C2)n(C)n1	-6	5	-8
Cc1cc(S(=O)(=O)N2CCN(CCO)CC2)ccc1Cl	-2	-1	x
COc1ccc(OC)c2sc(N(Cc3ccccc3)C(=O)c3ccn(C)n3)nc12	-8	x	-9
Oc1cc2c(cc1O)C(c1c(F)cccc1F)NCC2 (stereo unspecified)	-5	3	x
COc1cc(OC)cc(-c2onc(C)c2C(=O)NCCCn2ccnc2)c1	-1	-2	-1
CC(C)(NC(=O)NCc1ccccn1)c1ccc2c(c1)OCO2	-5	3	x
CCCc1c(C)nn(-c2ccc(C(=O)NCCCc3ccccc3)cc2)c1C	-2	-10	-6
CCCCNC(=O)C1(C)CCN1C(=O)c1ccc(C(F)(F)F)nc1C (stereo unspecified)	-14	5	-7
CC1CCC2(CC1)OCC(C(=O)NCc1cccnc1)N2C(=O)c1ccccc1Cl (stereo unspecified)	-6	5	-7
Cc1ncsc1CCn1nc(C(=O)NC2CC2)c2c1CCN(C(=O)c1cc3ccccc3o1)C2	-25	22	-8
COc1ccc(-c2cnc(-c3cccc(CNC(=O)c4ccc(F)c(F)c4)c3)[nH]2)cc1	-5	3	-6
O=C(CCCCl)NC1=C(Cl)C(=O)c2ccccc2C1=O	-4	-6	-5
CCCNC(=O)c1cn(CC)cc2c(=O)n(-c3ccccc3)nc1-2	-4	4	-7
Cc1cnc(SCCN2CCOCC2)nc1C1CCCN(C(=O)c2ccc3c(c2)OCO3)C1 (stereo unspecified)	-5	13	-10

(continued)
SMILES	hcGAS lum	NPYLR7 ag	mcGAS inh
O=C(c1csc(CSc2nnc(-c3ccncc3)n2-c2ccccc2F)n1)N1CCC(Cc2ccccc2)CC1	2	17	-4
CSc1ccc(-c2nccn2C2CCN(Cc3ccncc3)CC2)cc1	-5	4	x
Cc1nc(C(=O)NC2CC(=O)N(CCCc3ccccc3)C2)cs1 (stereo unspecified)	-9	22	-13
COc1ccc(Cl)cc1-n1c(C)c(C)n2c3c(=O)n(CCCO)c(=O)n(C)c3nc12	-1	-2	x
CCN1C(=O)CCC2(C(=O)N3CCOCC3)CCCC=C12 (stereo unspecified)	-11	x	-5
N#Cc1c(N)n(-c2ccc(N)cc2)c2nc3ccccc3nc12	-3	3	-6
Cc1c(Cl)cn2c(=O)cc(CN3CCN(C(=O)c4ccco4)CC3)nc2c1Cl	-8	6	x
CCC(O)CN(CCN1CCOCC1)Cc1cccn1Cc1cccc(OC)c1 (stereo unspecified)	-2	x	-4
O=C1NC[C@@H](CCC(=O)N2CCOCC2)N2C[C@@H](NC(=S)NCCN3CCOCC3)C[C@@H]12	-7	-9	-6
CC(C)C(CC#N)OC(=O)CCc1nc(-c2cc(Br)cs2)no1 (stereo unspecified)	-6	0	x
COc1ccc(C(NC(=O)C2CCN(Cc3cccc(C(F)(F)F)c3)CC2)c2ccccn2)cc1 (stereo unspecified)	-4	4	-2
Cc1csc(NC(=O)C2CC2)n1	-6	0	x
Cc1nn(-c2ccccc2)c(N2CCN(C)CC2)c1CN(CCC(C)C)S(=O)(=O)c1ccc2ccccc2c1	-3	3	-4
Nc1ncnc(NNc2c(Cl)cc(Cl)cc2Cl)c1[N+](=O)[O-]	-7	8	x
CC(C)NC(=O)NC(=O)CN1CCCc2c(C(=O)NC(C)C)cccc21	-5	4	x
CS(=O)(=O)NCCSC1CCCCC1	-3	-1	x
Nc1nc(Nc2ccccc2)nc(N2CCCC2)c1[N+](=O)[O-]	0	21	x
COc1cc(/C=C(/C(=O)C(F)(F)F)c2ncccc2C)cc(OC)c1	-5	-5	-12
CCC(C)n1c(C)c(C)n2c3c(=O)n(CCC(=O)OC)c(=O)n(C)c3nc12 (stereo unspecified)	-5	0	-10
Cc1cc2n(n1)CC(CNC1(c3ccc(Cl)cc3)CCC1)CN2 (stereo unspecified)	-14	4	x
CCNC(=O)NCC1CCN(Cc2nc3ccccc3n2C)C1 (stereo unspecified)	2	-1	x
CC(=O)Nc1cccc(-n2ccnc2-c2cccc3nonc23)c1	-2	6	-9
O=C(c1cc(-c2csc(N3CCCC3)n2)c[nH]1)N1CCCC1	7	-2	x
COCC(=O)N1CCC(C(=O)Nc2cccc(-c3cccc(Cl)c3)c2)CC1	-6	0	x
Cc1ccc(NC(=O)c2nc3nc(C)cc(C(F)F)n3n2)c(C)c1	2	-3	x
Cn1cccc1C(CNC(=O)C12CC3CC(CC(C3)C1)C2)N1CCCC1 (stereo unspecified)	-1	-8	x
CN1CC[C@H](N(Cc2ccccc2)C(=O)COc2ccccc2)C[C@H](O)C1	3	3	0
CC(NC(=O)C(C)(C)c1ccccc1)c1ccc2c(c1)OCCO2 (stereo unspecified)	10	-7	5
Cn1cnc(S(=O)(=O)NC(C)(C)CC(C)(C)C)c1Cl	-7	7	x
CN(Cc1ccc(N(C)C)cc1)Cn1[nH]c(-c2cccs2)nc1=S	-3	-5	-8
COCc1cc(N2CCOC(c3ccc(Cl)cc3)C2)ncn1 (stereo unspecified)	-6	5	-13
COCC(=O)Nc1ccc(N(C)C)c(CN(Cc2ccc(F)cc2)S(C)(=O)=O)c1	-5	-3	-6
CC(=O)c1cccc(NC(=O)c2cc(-c3ccccc3)nc3ccccc23)c1	-2	3	-4
Cc1nc(CN2CCN(C(=O)c3cn(CC4COc5ccccc5O4)nn3)CC2)cs1 (stereo unspecified)	-10	1	-7
Cc1nnc(SCc2ccc(C(=O)N3CCN(c4ccccc4F)CC3)cc2)n1-c1ccc(F)cc1	1	3	-6
Cc1cc(NC(=O)c2ccnn2C)n(-c2nc3ccccc3s2)n1	-6	-13	-13
COc1ccc(NC(=O)N2CC(=O)N3CC(C)c4ccccc4C3C2)cc1 (stereo unspecified)	-10	-1	-10
Cc1nn(C)c(C)c1C(=O)C(=O)O	-5	7	-4
Clc1cc(Cl)cc(N=Cc2ccc3c(c2)OCO3)c1	-4	-9	x
CC1=C(C(=O)Nc2ccccc2C)C(c2cccs2)NC(=O)N1 (stereo unspecified)	-2	-13	-6
COc1cccc(NC(=O)C2CC=CCC2C(=O)N2CCc3c([nH]c4ccccc34)C2)c1 (stereo unspecified)	-6	-5	-4
C=C(C#N)C(O)c1ccc(-c2ccccc2)cc1 (stereo unspecified)	-6	11	x
CC(C)N(Cc1cc(NC(=O)C2CCCC2)ccc1N(C)C)C(=O)C1CC1	-2	1	-4
Cc1cc(C(=O)Nc2nc3c(F)cc(F)cc3s2)nn1C	0	-7	x
CCc1nc(CC)n(CC(=O)N(C2CCCCC2)C2CCCCC2)n1	-9	12	x
CN(Cc1cccc(C(F)(F)F)c1)C(=O)CC1C(=O)NCCN1Cc1ccccc1 (stereo unspecified)	-1	-2	x
COc1ccc2c(c1)CCc1cc(CCC(=O)NCCCOC(C)C)n(CCc3cccc(F)c3)c1-2	-1	0	-5
COC(=O)C1CCN(C(c2ccccc2F)C2Sc3nc(-c4ccco4)nn3C2=O)CC1 (stereo unspecified)	-4	-1	-3

Some of these compounds in order of length of the SMILES, low to high:
SMILES	hcGAS lum	NPYLR7 ag	mcGAS inh
Cc1nn(C)c(C)c1C(=O)C(=O)O	-5	7	-4
C=C(C#N)C(O)c1ccc(-c2ccccc2)cc1 (stereo unspecified)	-6	11	x
Clc1cc(Cl)cc(N=Cc2ccc3c(c2)OCO3)c1	-4	-9	x
COCc1cc(N2CCOC(c3ccc(Cl)cc3)C2)ncn1 (stereo unspecified)	-6	5	-13
Cc1cc(C(=O)Nc2nc3c(F)cc(F)cc3s2)nn1C	0	-7	x
CCc1nc(CC)n(CC(=O)N(C2CCCCC2)C2CCCCC2)n1	-9	12	x
COc1ccc(NC(=O)N2CC(=O)N3CC(C)c4ccccc4C3C2)cc1 (stereo unspecified)	-10	-1	-10
CC(=O)c1cccc(NC(=O)c2cc(-c3ccccc3)nc3ccccc23)c1	-2	3	-4
CN(Cc1cccc(C(F)(F)F)c1)C(=O)CC1C(=O)NCCN1Cc1ccccc1 (stereo unspecified)	-1	-2	x
COCC(=O)Nc1ccc(N(C)C)c(CN(Cc2ccc(F)cc2)S(C)(=O)=O)c1	-5	-3	-6
COC(=O)C1CCN(C(c2ccccc2F)C2Sc3nc(-c4ccco4)nn3C2=O)CC1 (stereo unspecified)	-4	-1	-3
COc1cccc(NC(=O)C2CC=CCC2C(=O)N2CCc3c([nH]c4ccccc34)C2)c1 (stereo unspecified)	-6	-5	-4
COc1ccc2c(c1)CCc1cc(CCC(=O)NCCCOC(C)C)n(CCc3cccc(F)c3)c1-2	-1	0	-5
